eIF4E-4G inh: blocks eIF4E binding to eIF4G. TR-FRET eIF4E-eIF4GI(517-606) binding, 2 h. inhibition, % at 21.7 µM. 220,000 compounds, 0.37% hits. AID 782;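 active = inhibition above about 30%, limit read from the data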;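 also: 0% = full FRET control wells and 100% = background wells lacking eIF4GI fragment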
Rad51 HR inh: Rad51 (human) homologous recombination inhibition; inhibition, % at 10 µM; hRad51 DNA strand exchange, fluorescence dequenching; 200,000 compounds, 0.085% hits; Q06609; AID 1385;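 active = inhibition above 40% at the single screening dose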;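 also: 0% = DMSO control wells and 100% = blanks with heterologous ssDNA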
Target sequence (Q06609 whole entry, looked up): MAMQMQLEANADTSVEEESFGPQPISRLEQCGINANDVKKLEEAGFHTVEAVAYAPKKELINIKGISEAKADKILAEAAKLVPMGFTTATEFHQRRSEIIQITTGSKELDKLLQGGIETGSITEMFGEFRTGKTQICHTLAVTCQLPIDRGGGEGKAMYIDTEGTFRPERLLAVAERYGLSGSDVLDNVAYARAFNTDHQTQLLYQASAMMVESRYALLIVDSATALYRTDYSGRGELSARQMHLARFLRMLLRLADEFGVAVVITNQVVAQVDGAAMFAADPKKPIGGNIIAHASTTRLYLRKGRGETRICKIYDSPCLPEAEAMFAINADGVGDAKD
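System: human Rad51 nucleoprotein filaments preassembled on unlabelled ssDNA. Reagent: labelled 47-mer dsDNA for strand exchange. Schedule: 30-min compound preincubation and 15-min exchange, both room temperature. Measured by: FRET fluorescence dequenching, excitation 485 nm, emission 520 nm. Read-out: Fluorescence-based percent inhibition, control- and blank-normalised. Benchmarks: plate controls and plate blanks.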
Hck-Nef inh: human Hck-Nef kinase inhibition; P08631; Recombinant Hck-YEEI plus Nef, Z-Lyte FRET kinase assay; inhibition, % at 20 µM; 220,000 compounds, 0.68% hits; AID 463187;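 active = Hck-Nef kinase inhibition above about 50%, limit read from the data; inactive = inhibition below that limit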;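 also: 0% = DMSO with Hck plus Nef and 100% = Hck alone without Nef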
zVAD death inh: L929 zVAD cell death inhibition; 220,000 compounds, 0.38% hits; L929 zVAD necroptosis rescue, ATP luminescence, 24 h; with zVAD 60 µM; viability rescue, % at 10 µM;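 active = activation, scaled between plate controls, above about 75%, limit read from the data; inactive = activation under that limit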;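 also: 0% = zVAD with DMSO and 100% = DMSO alone without zVAD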
EP2 modulator: EP2 receptor (human) modulation. 260,000 compounds, 0.83% hits. induction, % at 25 µM. EP2-expressing cells, cAMP HTRF FRET, PGE2 co-stimulation;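 active = compounds whose cAMP rise, as percent of the full-agonist control response, exceeds 60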;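 also: rat C6 glioma line stably carrying human EP2 under a CMV promoter; the protocol text gives 20 µM as final concentration; 100% = response of wells given 1 µM PGE2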
Target sequence (P43116 whole entry, looked up): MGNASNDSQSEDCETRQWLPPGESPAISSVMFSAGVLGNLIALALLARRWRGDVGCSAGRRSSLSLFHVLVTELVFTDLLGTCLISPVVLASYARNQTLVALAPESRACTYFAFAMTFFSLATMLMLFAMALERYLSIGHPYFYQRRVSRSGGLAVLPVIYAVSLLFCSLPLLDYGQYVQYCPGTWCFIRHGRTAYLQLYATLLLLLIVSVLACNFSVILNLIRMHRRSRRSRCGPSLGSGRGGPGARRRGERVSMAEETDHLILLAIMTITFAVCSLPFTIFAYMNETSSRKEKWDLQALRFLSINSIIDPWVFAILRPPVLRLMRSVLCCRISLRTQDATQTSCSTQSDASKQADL
TbHK1 inh: blocks Trypanosoma brucei hexokinase 1 activity. recombinant TbHK1, G6PDH-coupled NADH A340. inhibition, % at 10 µM. 220,000 compounds, 0.11% hits. AID 1430;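 active = inhibition of 50% or more in the single-dose primary screen; inactive = inhibition below 50%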
PGE2 EP2 inh: inhibitors of human EP2 prostaglandin E2 receptor; AID 1422; inhibition, % at 25 µM; P43116; C6 glioma cells expressing human EP2, cAMP TR-FRET; cells stimulated with saturating PGE2; 260,000 compounds, 0.52% hits;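 active = percent inhibition above 40 after rounding to a whole number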;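 also: rat C6 glioma host cells with rolipram phosphodiesterase inhibitor present; the protocol text gives 20 µM as final concentration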
m-calpain inh: blocks pig calpain II enzyme activity. purified calpain II, fluorogenic peptide substrate, 30 min. inhibition, % at 16 µM. 220,000 compounds, 0.37% hits. AID 1236;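 active = inhibition above about 50%, limit read from the data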
14-3-3 Bad PPI: disrupts binding of bovine 14-3-3 zeta to phospho-Bad peptide. 220,000 compounds, 0.71% hits. P63103. TR-FRET 14-3-3zeta/Dy647-pBad peptide displacement, 1 h. inhibition, % at 21.7 µM;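 active = inhibition above about 70%, limit read from the data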;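 also: 0% = full 14-3-3 plus peptide FRET controls and 100% = background without 14-3-3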
Target sequence (P63103 whole entry, looked up): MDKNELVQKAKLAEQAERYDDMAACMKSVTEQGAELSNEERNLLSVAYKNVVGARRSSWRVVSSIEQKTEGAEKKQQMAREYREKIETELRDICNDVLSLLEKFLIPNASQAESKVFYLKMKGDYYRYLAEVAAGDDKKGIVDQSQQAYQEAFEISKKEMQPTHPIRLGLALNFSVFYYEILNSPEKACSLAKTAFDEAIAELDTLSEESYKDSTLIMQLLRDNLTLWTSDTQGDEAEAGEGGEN
Active calls of the source: *; . = not tested or not shown; [ ] = remark or other dose.

SMILES | eIF4E-4G inh | Rad51 HR inh | Hck-Nef inh | zVAD death inh | EP2 modulator | TbHK1 inh | PGE2 EP2 inh | m-calpain inh | 14-3-3 Bad PPI
CCOc1ccc(NC(=O)CSc2nc(C)c3c(c2C#N)CCCC3)cc1 | 1.6 | 4.4 | -1.3 | 0.0 | -3.2 | -4.3 | 11.3 | 16.6 | 3.0
NC(=O)C(c1ccc(Cl)cc1)c1ccc(Sc2ccc(Cl)cc2)nn1 (stereo not drawn) | 1.1 | 5.0 | -1.4 | 0.8 | -10.3 | -2.4 | 9.8 | 4.8 | -2.7
Cc1c(N2C(=O)CS/C2=N\N=C\c2ccc(Br)cc2)c(=O)n(-c2ccccc2)n1C | -3.2 | -3.1 | -0.2 | -0.1 | 6.8 | -9.5 | 8.4 | -0.4 | -3.6
Cc1ccc(S(=O)(=O)Oc2ccccc2/C=N/NC(N)=S)cc1 | -2.9 | -2.1 | 8.6 | 1.4 | -8.4 | -11.9 | 17.2 | 9.2 | -16.2
Cn1c(=O)n(C)c2cc([N+](=O)[O-])c(N3CCN(S(=O)(=O)c4ccc(C(C)(C)C)cc4)CC3)cc21 | 2.6 | 0.1 | 6.0 | 0.0 | 16.1 | -20.4 | -3.3 | -76.1 | 9.3
COC(=O)C(=C/C=C/N1CCOCC1)C(=O)OC | -5.7 | -0.2 | 16.8 | 0.1 | -16.3 | -33.6 | 9.9 | -12.6 | -0.9
Cc1cccc(C)c1-n1c(C)nn(CC#N)c1=O | 2.5 | 3.2 | 5.3 | 0.9 | -11.1 | -2.4 | 10.6 | 9.7 | -2.1
CCCN(CCC)CC(O)Cn1cc(/C=C/C(=O)c2ccccc2)c2ccccc21 (stereo not drawn) | -0.5 | 1.5 | -33.0 | 67.3 | -13.0 | 0.2 | 6.7 | -7.7 | -8.5
Cc1onc(-c2ccccc2)c1C(=O)NC(=S)Nc1sc2c(c1C#N)CCC(C)C2 (stereo not drawn) | 1.3 | 3.6 | -2.1 | 0.9 | 4.2 | -13.4 | 5.8 | 9.0 | -12.8[fluorescence artefact?]
O=c1[nH]c2ccccc2n1CCCN1CCCCC1 | -2.9 | 3.9 | 12.2 | 7.2 | 1.7 | -6.2 | 12.6 | -28.6 | -4.3
COc1cc(/C=N/NC(=O)Cn2nc([N+](=O)[O-])cc2C)cc(Br)c1OCc1ccccc1 | 4.7 | 3.2 | 0.3 | 0.5 | -8.6 | -8.4 | 36.5 | -39.1 | 2.8
Cc1ccc(-n2nc3ccc(NC(=S)NC(=O)/C=C/c4ccco4)cc3n2)cc1 | -2.7 | . | 2.9 | -1.1 | 7.0 | -36.3 | 15.5 | -44.0 | 1.7
COc1ccc(CC(=O)NCc2nnc(SCc3ccc(C)cc3)n2C)cc1 | 2.6 | -8.2 | 2.6 | -0.5 | 21.9 | -5.7 | 7.0 | -7.4 | -3.4
CC(C)OCCCNc1ncc2c(n1)CC(c1ccccc1)CC2=O (stereo not drawn) | 1.4 | 6.7 | 21.7 | -0.4 | 6.3 | 0.2 | 3.8 | -19.4 | -15.4
O=c1[nH]c(SCc2cccc(Cl)c2)nc2[nH]ncc12 | 0.3 | -10.4 | 20.9 | 1.1 | 1.5 | 2.1 | 7.9 | -10.9 | -5.1

Sorted by value in eIF4E-4G inh (smallest number first): some entries from above
| structure | eIF4E-4G inh |
| --- | --- |
| O=c1[nH]c2ccccc2n1CCCN1CCCCC1 | -2.9 |
| O=c1[nH]c(SCc2cccc(Cl)c2)nc2[nH]ncc12 | 0.3 |
| Cc1cccc(C)c1-n1c(C)nn(CC#N)c1=O | 2.5 |

Additional entries follow.
SMILES | eIF4E-4G inh | Rad51 HR inh | Hck-Nef inh | zVAD death inh | EP2 modulator | TbHK1 inh | PGE2 EP2 inh | m-calpain inh | 14-3-3 Bad PPI
CC(Cl)C(=O)Nc1cc(C(F)(F)F)ccc1N1CCOCC1 (stereo not drawn) | 3.9 | -2.1 | 23.1 | 0.2 | -24.9 | 4.1 | 3.6 | 11.4 | 4.4
CCN(CC)C(=O)c1cc(Cl)ccn1 | -3.3 | -0.1 | 26.8 | -0.3 | 2.1 | -2.1 | 12.8 | -5.6 | 2.2
Cc1c(C(=O)Nc2ccc(Cl)cc2)c2ccccn2c1C(=O)c1ccc(F)cc1 | -19.9 | 8.0 | 9.1 | 0.2 | -0.1 | -10.6 | 15.9 | -278.6 | 2.2
NC1=NC(=O)S/C1=C\c1ccc(O)cc1 | 12.8 | 3.1 | 6.4 | 0.3 | -11.2 | -11.2 | 3.5 | -1.0 | -5.8
Cc1oc(-c2ccc3c(c2)OCCO3)cc1C(=O)NC(Cc1ccccc1)C(=O)O (stereo not drawn) | 0.1 | . | 5.2 | 0.9 | -26.8 | -6.9 | 2.2 | -46.1 | -11.6
CCn1c(CC(=O)Nc2ccc(C)cc2)nnc1SCC(=O)NCCc1ccccc1 | 1.7[fluorescence artefact?] | -7.0 | 1.1 | 0.1 | 13.5 | 1.1 | 12.4 | 5.5 | 2.4
Cc1ccc(NC(=O)ON=C2CCCC2)cc1 | -0.5 | -8.4 | 0.2 | 0.4 | -1.0 | 32.4 | 8.8 | 19.5 | 18.6
CC(C)(C)c1ccc(CN(Cc2ccco2)Cc2nnnn2C2CCCC2)cc1 | 0.1 | 2.1 | -0.7 | -0.2 | 47.1 | 25.3 | 12.8 | 3.9 | -9.1[fluorescence artefact?]
O=C(O)c1cnc2ccccc2n1 | 2.8 | 0.1 | 0.1 | 0.9 | -6.2 | -5.8 | 8.9 | -3.0 | 55.6
c1ccc(CSc2ncnc3c2oc2ccccc23)cc1 | . | -3.4 | 10.1 | 1.0 | . | -4.5 | 18.8 | . | .
Cc1c(C(=O)OCC(=O)Nc2ccccc2OC(F)F)cccc1[N+](=O)[O-] | 10.4 | 10.4 | 4.6 | 0.9 | -25.2 | -3.6 | 1.9 | -2.0 | -13.1[fluorescence artefact?]
COc1ccc(N2CCN(C(CNS(=O)(=O)c3ccc4c(c3)OCCO4)c3ccco3)CC2)cc1 (stereo not drawn) | -5.5[fluorescence artefact?] | 10.7 | 1.6 | 0.0 | 7.9 | -5.3 | 7.2 | 24.9 | 9.4[fluorescence artefact?]
CCOP(=O)(OCC)/C(=N/OC(=O)c1cccc([N+](=O)[O-])c1)C(N)=O | 0.0 | -0.9 | 7.8 | 0.0 | 10.8 | -1.7 | 10.8 | -20.3 | -10.0
Cc1sc(NC(=O)CSc2ncn(-c3ccccc3)n2)nc1-c1ccccc1 | -0.2[fluorescence artefact?] | -7.1 | 3.7 | -0.6 | -35.8 | 24.6 | 4.0 | -14.8 | 3.7
COc1ccc(C(=O)N2c3ccccc3CC2C)cc1OC (stereo not drawn) | 2.3 | 1.6 | 1.9 | -0.1 | 48.8 | -7.9 | 5.3 | 11.1 | -7.3
Cc1cc(C(=O)Nc2ccccc2)c(C)o1 | -6.1[fluorescence artefact?] | . | -6.4 | 0.4 | -14.0 | 3.9 | . | 20.1 | -23.0[fluorescence artefact?]
C#CC[N+](C)(C)CCCCCCCC | -2.9[fluorescence artefact?] | . | 0.3 | -0.8 | 15.2 | -1.5 | 0.8 | 18.4 | -11.1
Nc1nonc1C(=O)NCCNS(=O)(=O)c1ccc(F)cc1 | 2.9 | -0.8 | 2.9 | 1.3 | -5.5 | 12.5 | 5.3 | 0.6 | -9.0[fluorescence artefact?]
COc1ccc(NC(=O)CSc2nc3c([nH]c4ccccc43)c(=O)n2C)cc1 | 0.4 | 25.8 | 22.1 | 1.1 | 19.5 | -21.7 | 6.4 | -27.6 | -0.9
O=C(Nc1ccc2c(c1)OCCO2)c1ccc(Cl)c([N+](=O)[O-])c1 | -3.6[fluorescence artefact?] | 5.8 | -0.3 | -0.4 | -23.3 | -3.0 | 13.2 | 29.3 | -6.0
COc1ccc(/C=C/C(=O)N(C(C)C)C(C)C)cc1Br | -4.0 | 2.7 | -1.3 | 0.6 | -15.9 | -8.3 | 13.2 | 25.7 | 1.7
COc1ccccc1C1(O)CCN(CC(=O)Nc2nc(-c3ccccc3)cs2)CC1 | 4.2 | 7.8 | 13.7 | 20.4 | -14.3 | -4.5 | 11.8 | -39.3 | -1.1
COc1ccc2cc3c(N)nn(C(=O)c4ccccc4[N+](=O)[O-])c3nc2c1 | -0.2[fluorescence artefact?] | . | 1.2 | 2.1 | -29.5 | -16.0 | 1.8 | -10.2 | -9.1
CCCCCn1nnc2c(=O)oc3ccccc3c21 | 0.3 | -9.4 | 16.5 | 4.6 | 40.1 | -5.2 | 14.9 | -10.5 | -5.5
CCOc1ccccc1C1C(C#N)=C(N)SC(N)=C1C#N | 0.3 | . | 2.7 | 3.5 | 37.4 | -20.1 | . | 18.5 | -14.4[fluorescence artefact?]
CCOC(=O)C1(Cc2cccc(OC)c2)CCN(Cc2cc(OC)ccc2OC)CC1 | 1.7 | . | 5.7 | -0.9 | -2.2 | 11.6 | 5.5 | 14.3 | 80.2*
COC(=O)CCCC1=CC2=C(c3ccccc3)C(=O)C(C)(OC(=O)C3CCCC3)C(=O)C2=CN1c1ccccc1 (stereo not drawn) | 4.9 | -17.4 | 24.2 | -1.0 | 12.4 | -23.1 | 3.2 | -26.7 | -5.3
Cc1onc(-c2c(Cl)cccc2Cl)c1C(=O)NC1C(=O)N2C1SC(C)(C)C2C(=O)O (stereo not drawn) | 0.3 | 15.7 | 8.4 | 1.4 | -4.8 | 0.3 | 2.9 | -1.4 | 5.8
Cc1nn(C)cc1/C=N/NC(=O)C(C)(C)Oc1ccc(Cl)cc1 | -4.2 | 8.7 | 1.5 | -0.2 | -44.6 | -7.2 | 8.8 | -5.3 | -11.3
O=C(NCCO)c1scc2c1OCCO2 | 5.3[fluorescence artefact?] | 6.8 | 0.1 | 0.1 | 4.2 | 2.4 | 9.5 | 12.4 | -3.4[fluorescence artefact?]
O=C(NCc1ccccc1)c1onc(CSc2ccccn2)c1C(=O)NCc1ccccc1 | 0.1 | -2.5 | 24.8 | -0.6 | -6.8 | 16.6 | 9.6 | 41.2 | 2.9
O=C(COC(=O)c1cnc(Cl)c(Cl)c1)Nc1ccc(S(=O)(=O)N2CCCC2)cc1 | 5.5 | 6.4 | 3.0 | -0.4 | 2.1 | -3.8 | 11.0 | 15.9 | -6.8[fluorescence artefact?]
COc1ccc(C)c(NC(=O)C2CC(=O)NC3=C2C(=O)CCC3)c1 (stereo not drawn) | 0.7 | -1.2 | 6.4 | 3.1 | -14.1 | 1.5 | 3.8 | 10.5 | 8.8
Cc1cc(NC(=O)CCC(=O)N(c2ccccc2)C(C(=O)NC2CCCCC2)c2cccs2)no1 (stereo not drawn) | 2.0 | 0.6 | 10.8 | -0.2 | 8.8 | 2.3 | 10.8 | -2.2 | 9.9
COc1ccc(C(=O)c2sc(Nc3ccccc3)c(C(=O)Nc3ccc(OC)c(OC)c3)c2N)cc1 | -0.7[fluorescence artefact?] | -9.2 | -0.6 | -1.5 | -19.8 | -28.7 | 17.5 | -190.4 | -3.3[fluorescence artefact?]
COc1ccc2[nH]c3c(c2c1)CCC/C3=N\N | -0.5 | 12.8 | 10.5 | 0.7 | 10.3 | -16.4 | 10.1 | -36.4 | 3.8
COc1ccc(/C=C/C(=O)NNc2cc(=O)n(C)c(=O)n2C)cc1OC | -6.5 | . | 19.2 | 0.5 | 10.8 | -47.4 | 5.0 | -56.0 | 5.2

Some of the compounds tested; the hit share may differ from the screen's.
